CCHF vOTU inh: CCHFV vOTU protease inhibition; Pep-AMC fluorescence; inhibition, % at 11.5 µM; 0.55% of 370,000 active; AID 651958; in the data active = inhibition above about 30%; note: 0% = vehicle wells with enzyme and 100% = no enzyme wells
SARS 3CLpro inh: SARS-CoV 3CLpro protease inhibition | AID 1706 | inhibition, % at 6 µM | P0C6X7 | 0.14% of 290,000 active | recombinant SARS-CoV 3CLpro, quenched FRET peptide cleavage; in the data active = inhibition above about 12%
Vc quorum ag: inducers of Vibrio cholerae quorum light production without autoinducers; V. cholerae BH1578 lux reporter, luminescence, 6 h; activation, % at 18.7 µM; 0.16% of 350,000 active; in the data active = activation mostly above about 9.7%, no sharp cut-off; note: not every result past the cut was called active; inactives centre near 0; reference of the scale not given here
TcdB inh: blocks C. difficile toxin B glycohydrolase activity; P18177; TcdB glycohydrolase enzymatic assay, plate reader; inhibition, % at 9.99 µM; 0.24% of 350,000 active; AID 652162; in the data active = inhibition above about 10%
PrPC surface inh: cell surface PrPC inhibition, primary TR-FRET screen | P04156 | TR-FRET read-out | inhibition, % at 13.8 µM | 0.43% of 370,000 active | AID 720596; in the data active = inhibition above about 24%; note: 0% = median of the test wells and 100% = reference compound wells
VHR inh abs: blocks human VHR1 dual specificity phosphatase. P51452. recombinant VHR phosphatase, pNPP absorbance. inhibition, % at 13.3 µM. 0.52% of 290,000 active. AID 1654; in the data active = inhibition above about 50%; note: some compounds called inactive have numbers as strong as hits
Target sequence (P51452 whole entry, looked up): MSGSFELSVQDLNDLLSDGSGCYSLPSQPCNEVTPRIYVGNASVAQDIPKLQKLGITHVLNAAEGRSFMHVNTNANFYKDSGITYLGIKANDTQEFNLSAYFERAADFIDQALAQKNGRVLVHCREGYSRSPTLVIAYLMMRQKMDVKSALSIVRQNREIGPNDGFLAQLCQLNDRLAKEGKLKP
Rv3671c inh: inhibitors of M. tuberculosis serine protease Rv3671c | inhibition, % at 5.96 µM | 0.048% of 320,000 active | AID 2606; in the data active = inhibition above about 38%;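 note: extracellular domain of Rv3671c used as enzyme; 0% = enzyme with DMSO and 100% = no enzyme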
Target sequence (P9WHR9 whole entry, looked up, the tested form may be a part): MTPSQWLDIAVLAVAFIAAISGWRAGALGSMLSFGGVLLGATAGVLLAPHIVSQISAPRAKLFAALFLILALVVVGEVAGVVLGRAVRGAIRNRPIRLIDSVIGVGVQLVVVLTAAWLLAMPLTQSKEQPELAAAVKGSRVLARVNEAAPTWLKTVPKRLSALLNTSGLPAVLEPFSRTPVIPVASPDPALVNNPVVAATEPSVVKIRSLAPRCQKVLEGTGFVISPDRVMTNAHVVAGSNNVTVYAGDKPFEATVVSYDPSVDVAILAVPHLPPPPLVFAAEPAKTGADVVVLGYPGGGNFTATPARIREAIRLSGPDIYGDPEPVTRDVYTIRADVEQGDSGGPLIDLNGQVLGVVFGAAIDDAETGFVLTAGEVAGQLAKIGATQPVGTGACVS
Y pestis TopoI: Y. pestis Topo-I inhibition via cleavage products; Y. pestis Topo-I cleavage product accumulation, plate reader; activity, % at 10 µM; 0.064% of 360,000 active; AID 504884; in the data active = activity above about 50%, passing the limit was not always enough; note: inactives centre near 2
SSB-PriA inh: blocks PriA binding to SSB C-terminal tail; AlphaScreen SSBct-PriA binding, biotinylated peptide; 0.6% of 430,000 active; inhibition, % at 33 µM; in the data active = inhibition mostly above about 37%, no sharp cut-off; inactive = mostly below about 20%;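 note: plate controls were negative control peptide for no effect and reference peptide for full effect; strong numbers were not always called active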
MazEF act: activators of E. coli MazEF toxin-antitoxin RNase. FAM/BHQ RNA-DNA oligo cleavage fluorescence, 5 h. activation, % at 20 µM. 0.32% of 350,000 active; in the data active = activation above about 50%
Target sequence (P0AE70 whole entry, looked up): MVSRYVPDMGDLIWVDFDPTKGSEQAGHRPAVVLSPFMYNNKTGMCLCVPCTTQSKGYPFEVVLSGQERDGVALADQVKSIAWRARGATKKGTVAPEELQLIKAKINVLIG
* = called active by the depositor; i = inactive; nt = not tested or not shown. Not all compounds are listed; the hit share may differ from the screen's.

SMILES	CCHF vOTU inh	SARS 3CLpro inh	Vc quorum ag	TcdB inh	PrPC surface inh	VHR inh abs	Rv3671c inh	Y pestis TopoI	SSB-PriA inh	MazEF act
O=C(/C=C/c1ccccc1)CC(O)(c1ccccc1)C(F)(F)C(F)F (stereo unspecified)	16	1	i	-0.7	13	29	-11	13	-12	9
Cc1noc(C)c1C(=O)Nc1ccccc1N1CCCC1	6	nt	i	1.8	1	nt	-17	4	3	2
CC(C)CN(C(=O)CSc1nnc2c(Cl)cc(C(F)(F)F)cn12)C1CCS(=O)(=O)C1 (stereo unspecified)	-4	1	-0.4	nt	-3	7	5	-2	-9	5
Nc1nnc(CSCc2ccccc2)s1	13	1	-0.6	nt	-7	29	3	-1	-17	-4
Cc1ccc(C(=O)NC(=S)c2c(C)cc3ccccn23)cc1	6	nt	i	0.1	9	nt	nt	11	nt	2
O=C1c2cccc3cccc(c23)C(=O)N1OS(=O)(=O)c1ccc(Cl)cc1	8	1	-0.2	0.9	-7	2	-3	-3	-6	-2
Cc1sc2nc(COC(=O)c3c(F)cccc3F)[nH]c(=O)c2c1C	3	2	-0.9	1.3	7	22	-3	-5	-4	-13
O=C(Nc1ccc2nn(-c3ccccc3)nc2c1)c1ccco1	4	0	-0.3	nt	18	-4	-18	4	-12	-12
N#CCC(=O)Nc1ccc(C(=O)OCC(=O)Nc2ccc3ccccc3c2)cc1	-5	nt	i	0.7	1	nt	-61	-8	-26	-1
NC(=S)N/N=C1/CCSc2ccc3ccccc3c21	-3	4	-1.0	-0.8	0	10	-5	-9	nt	-20
C=CCc1ccccc1OCC(=O)N/N=C/c1ccc(OC(C)=O)cc1OC(C)=O	-4	-2	-0.2	nt	0	-14	7	7	nt	-3
O=C(O)CCC(=O)c1ccc2c(c1)CCCC2	-1	4	0.3	0.9	-6	21	0	-8	-6	-5
Cc1nc2ncnn2c(C)c1CCC(=O)N1CCOCC1	0	0	6.2	nt	4	11	0	-2	-20	-1
C/C(Cl)=C/Cc1c(C)[nH]c2c(ccc3ccccc32)c1=O	1	0	i	1.5	0	15	1	-1	-7	6
C=CCC(NCCCO)c1cccc(OC)c1OC (stereo unspecified)	2	-4	-0.9	nt	-7	22	-7	0	-7	3
COc1ccc(CNS(=O)(=O)c2ccc(F)c(C(=O)Nc3ccccc3OC)c2)cc1	8	7	0.4	2.6	-2	3	1	1	-11	-8
COC(=O)C1=C(C)Nc2ncnn2C1c1ccc(OC(=O)c2ccccc2)cc1 (stereo unspecified)	-16	0	i	1.0	-5	25	-3	14	-12	3
Nc1nc2cc(S(=O)(=O)N3CCOCC3)ccc2o1	-3	nt	i	1.0	-4	nt	6	-3	-8	-3
O=C(C1CCCO1)N1CCN(C(=S)Nc2ccccc2Cl)CC1 (stereo unspecified)	2	2	-2.3	0.4	4	5	0	-1	-11	-6
C/C(CC(=O)Nc1ccc2c(c1)OCCO2)=N\NC(=O)COc1ccc(Cl)c(C)c1	10	2	-0.3	3.3	9	-8	2	31	nt	2
CC1(c2nnc(-c3cccc(Cl)c3)o2)CC(c2ccc(F)cc2)=NO1 (stereo unspecified)	15	nt	-1.3	-4.5	8	nt	-4	25	-12	-3
O=c1c(-c2ccccc2)c(O)c2cccc3c2n1CCC3	3	4	4.2	nt	2	-15	-2	-7	-16	2
O=C(OCc1nnc(-c2ccccc2)o1)C12CC3CC(CC(Br)(C3)C1)C2	6	0	0.1	0.9	-2	11	nt	-10	-18	-11
Cc1noc(C)c1C(=O)OCC(=O)NC(=O)c1ccc(C(C)(C)C)cc1	10	nt	-1.3	0.9	10	nt	nt	19	nt	7
CN(C)Cc1c(O)ccc2occ(C(O)c3ccccc3)c12 (stereo unspecified)	7	2	-0.9	nt	-2	14	-6	14	-9	9
O=C(NCCN1CCCCC1)c1ccc(Oc2cc(Cl)cc(Cl)c2)o1	-14	-1	-0.7	0.7	9	-5	-10	10	-6	13
Cc1cc(C(=O)NC2CCCN(Cc3ccccc3F)C2)no1 (stereo unspecified)	2	0	-0.5	-1.1	-1	-2	2	-6	-13	-1
NC(c1ccccc1)c1csc(NC(=O)NCCc2ccccc2)n1 (stereo unspecified)	-1	nt	-0.2	-0.1	-2	nt	nt	1	nt	nt
O/N=C1\CCCC\C1=C/c1ccccc1	7	-2	-1.4	nt	-1	5	1	6	nt	-3
CCOc1ccc(OCc2cccc(C(=O)O)c2)cc1	-3	nt	i	-0.8	4	-12	-4	0	0	1
CC1(C)CC(=O)C2=C(C1)NC1=C(C(=O)c3ccccc31)C2c1ccccc1 (stereo unspecified)	13	0	-0.6	4.8	-54	7	14	-15	28	14
O=S(=O)(c1ccccc1)N1CCC(=NO)CC1	-9	-2	-0.4	0.1	0	18	-7	-1	-9	-5
NC(=O)C1(Nc2ccc(-c3ccccc3)cc2)CCCC1	4	nt	i	1.1	4	nt	nt	-1	14	-5
CCc1ccccc1NC(=O)C1CCCN(c2nccc(C)n2)C1 (stereo unspecified)	8	-1	i	0.0	-8	31	-2	-3	-4	-1
CCn1ncc(Cl)c1C(=O)Nc1cc([N+](=O)[O-])ccc1OC	6	0	-0.6	0.3	-3	-17	-1	-5	1	6
CC(C)C(=O)O/N=C(\N)c1ccccn1	7	2	-6.8	9.6	0	-1	10	2	i	1
O=C(COC(=O)c1cccc(S(=O)(=O)N2CCOCC2)c1)Nc1ccc(Cl)cn1	12	nt	i	-5.2	9	nt	-7	0	-3	2
Cc1cc(C)n(CC(O)Cn2c3ccc(Cl)cc3c3cc(Cl)ccc32)c(=O)n1 (stereo unspecified)	-3	3	-1.2	nt	5	18	-8	20	2	3
COc1ccc(OC)c(CCNC(=O)CCn2nc(C)c3c(C)n(-c4ccccc4)nc3c2=O)c1	-8	3	-0.4	0.4	5	6	2	11	-5	5
O=C(NCc1ccccc1)c1cnc(-c2ccccn2)nc1C(F)(F)F	3	-2	i	nt	-8	10	6	0	-9	5
CC(=O)N1C(=O)NC(c2ccccc2)=C([N+](=O)[O-])C1c1ccccc1 (stereo unspecified)	3	2	-0.3	2.7	-16	25	4	0	3	-8
O=c1[nH]n(-c2ccccc2)c(=O)cc1Cl	-2	nt	i	1.9	2	nt	nt	2	0	0
O=C(O)c1ccccc1SCc1ccc2c(c1)OCO2	14	2	i	nt	0	-3	-12	4	-4	0
COc1ccc(NC(=O)CN(C)S(=O)(=O)c2ccc3c(c2)CCCN3C(C)=O)cc1	14	3	-2.0	0.8	7	-2	-2	-14	12	10
CCC(=O)Nc1nc2c(s1)COc1ccccc1-2	-1	3	i	-0.1	-2	24	-11	6	-3	11
COc1cc(C(=O)OCC(=O)c2ccc(S(=O)(=O)N3CCCCC3)cc2)cc(OC)c1OC	12	nt	-1.3	-0.7	0	nt	-8	1	4	4
O=C(N/C(=C/c1ccc(F)cc1)C(=O)N1CCOCC1)c1ccccc1	9	-4	i	-0.6	1	25	nt	-4	-6	3
CN1/C(=C\P(=O)(N(C)C)N(C)C)C(C)(C)c2ccccc21	3	2	i	0.3	19	20	-236	-2	5	-5
O=C(N[C@@H](c1ccccc1)[C@@H]1C[C@H]1C(=O)O)OCc1ccccc1	-5	-4	i	-0.2	-4	5	-6	4	-18	1
COP1(=O)C[C@@H](O)[C@@H](O)[C@@H](COCc2ccccc2)O1 (stereo partly specified)	-19	nt	i	nt	6	-1	-3	-5	0	9
COc1ccc(CC(=O)N/N=C(\C)c2cccnc2)cc1OC	2	2	i	-4.3	8	18	nt	8	nt	-5
CN(CC(=O)NCc1ccccn1)S(=O)(=O)c1ccc(F)cc1	-12	-2	i	0.1	-2	31	-3	-3	-7	-7
CN(C)c1ccc(NS(=O)(=O)c2ccc(-c3csnn3)cc2)cc1	7	-2	-0.6	-59	14	3	3	-4	31	-11
Fc1cc(F)c(F)c(SCn2cc(Br)cn2)c1F	-6	nt	-2.0	1.2	0	nt	nt	1	-24	7
COc1ccc(OCCN(C)Cc2c(O)ccc3ccccc23)cc1	1	3	-0.3	2.4	-4	22	-7	-7	-8	-2
COc1cccc2sc3cc(NCC[C@@H]4CCCN4C)ccc3c(=O)c12	-47	nt	i	2.1	44*	nt	-9	-1	3	6
COc1ccc(OCCc2nnc(N)s2)cc1	-3	-4	i	nt	-2	40	3	7	-9	2
COCCCN(C(=O)Cc1ccc(S(=O)(=O)N2CCOCC2)s1)c1c(N)n(Cc2ccccc2)c(=O)[nH]c1=O	18	nt	-1.8	-0.7	-5	nt	nt	3	3	-18
Cc1cc(C)c(C)c(S(=O)(=O)N2CCN(C(=O)c3cc(=O)[nH]c4ccccc34)CC2)c1C	-19	55*	-0.2	nt	-1	22	5	0	11	-12
COc1ccc(N2C(=O)C3CCCN3C2c2ccc(C)o2)cc1Cl (stereo unspecified)	15	-3	i	nt	0	15	3	0	-4	5

Next section:
SMILES	CCHF vOTU inh	SARS 3CLpro inh	Vc quorum ag	TcdB inh	PrPC surface inh	VHR inh abs	Rv3671c inh	Y pestis TopoI	SSB-PriA inh	MazEF act
C=CCN1C=C(C(C)=O)C(=O)CC1	1	nt	-0.5	1.7	7	nt	nt	-1	-15	-7
CCOC(=O)Cc1csc(NC(=O)Nc2ccc(OC(F)(F)F)cc2)n1	14	3	-0.3	3.9	9	-7	-5	2	-21	6
CC(C)CNC(=O)CN(c1ccccc1)S(=O)(=O)c1ccccc1[N+](=O)[O-]	6	1	1.2	0.8	-8	-8	7	3	-4	10
CN(C)CCCNCCCCNC(=O)/C=N/O	11	-2	5.9	nt	-4	-1	3	0	nt	6
Cc1ccccc1-n1ncc2c1CC(C)(C)CC2NC(=O)CCC1=NNC(=O)CC1 (stereo unspecified)	14	-5	-5.8	0.8	-1	34	-5	-5	-10	6
COCCNC(=O)C1Cc2cc(S(=O)(=O)N3CCCC3)ccc2N1C(C)=O (stereo unspecified)	10	-5	-0.3	1.8	-5	10	1	-6	-4	-7
O=C1NC(NS(=O)(=O)c2ccc(Cl)cc2)(C(F)(F)F)C(=O)N1CCc1ccccc1 (stereo unspecified)	3	7	nt	-0.8	0	21	-11	nt	-4	-3
c1ccc(Nc2ccc(-n3ccnc3)nn2)cc1	1	0	-2.6	2.5	-1	20	5	0	2	5
CCCn1nnnc1SCC(=O)c1ccc(NC(C)=O)cc1	10	5	i	nt	-1	-3	5	-3	-10	9
CC(=O)N1c2ccc(S(=O)(=O)NCC3CCC(C(=O)NC4CCCCC4)CC3)cc2CC1C (stereo unspecified)	-2	0	i	3.8	-5	3	1	2	-8	-10
O=C(Oc1ccc(C(=S)N2CCOCC2)cc1)c1cccc(Cl)c1	26	0	-0.3	-2.5	9	8	-2	18	-26	-2
COCc1cc(Sc2ccc(Cl)cc2)nc(-c2ccccc2)n1	2	0	i	nt	8	-8	-2	16	2	-5
CN(C)c1ccc(C(=O)N/N=C/c2cc(Br)cc(Br)c2O)cc1	1	-1	-0.2	0.0	-3	19	10	-3	nt	-40

A different layout for some results above.
Structure | CCHF vOTU inh | SARS 3CLpro inh | Vc quorum ag | TcdB inh | PrPC surface inh | VHR inh abs | Rv3671c inh | Y pestis TopoI | SSB-PriA inh | MazEF act
Cc1noc(C)c1C(=O)Nc1ccccc1N1CCCC1 | 6 | nt | i | 1.8 | 1 | nt | -17 | 4 | 3 | 2
CC(C)CN(C(=O)CSc1nnc2c(Cl)cc(C(F)(F)F)cn12)C1CCS(=O)(=O)C1 (stereo unspecified) | -4 | 1 | -0.4 | nt | -3 | 7 | 5 | -2 | -9 | 5
Nc1nnc(CSCc2ccccc2)s1 | 13 | 1 | -0.6 | nt | -7 | 29 | 3 | -1 | -17 | -4
Cc1ccc(C(=O)NC(=S)c2c(C)cc3ccccn23)cc1 | 6 | nt | i | 0.1 | 9 | nt | nt | 11 | nt | 2
O=C1c2cccc3cccc(c23)C(=O)N1OS(=O)(=O)c1ccc(Cl)cc1 | 8 | 1 | -0.2 | 0.9 | -7 | 2 | -3 | -3 | -6 | -2
Cc1sc2nc(COC(=O)c3c(F)cccc3F)[nH]c(=O)c2c1C | 3 | 2 | -0.9 | 1.3 | 7 | 22 | -3 | -5 | -4 | -13
O=C(Nc1ccc2nn(-c3ccccc3)nc2c1)c1ccco1 | 4 | 0 | -0.3 | nt | 18 | -4 | -18 | 4 | -12 | -12

From PubChem
